MPTP inh – mitochondrial permeability transition pore inhibitors, primary screen, biochemical, isolated mouse mitochondria, absorbance | inhibition, % at 10 µM | AID 602449, 2012 | Ca2+ swelling absorbance, 30 min | actives 1.4% (n = 360,000);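 active = inhibition of 50% or more, scaled per plate between neutral and stimulator controls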;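 note: 0% = DMSO wells given calcium and 100% = 1 mM EGTA wells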
* hit, by the source's call.

SMILES	MPTP inh
O=C1c2c(-c3ccc(Br)cc3)noc2CCN1Cc1cn(-c2ccc(Cl)cc2)nn1	2.6
C[C@H]1CN([C@@H](C)CO)S(=O)(=O)c2ccc(Br)cc2O[C@H]1CN(C)C(=O)c1cnccn1	0.8
CCOc1ccc(NC(=O)c2cccc(S(=O)(=O)NCc3cccnc3)c2)cc1	-0.9
C[C@@H]1CN([C@H](C)CO)C(=O)CCCn2cc(nn2)CO[C@H]1CN(C)S(=O)(=O)c1cccc(C#N)c1	-0.5
COc1ccc(CC(=O)NCc2cccc(Cl)c2)cc1S(=O)(=O)N1CCOCC1	0.1
Cc1ccc(S(=O)(=O)N2[C@@H](CO)CO[C@H]2CC(=O)c2cccs2)cc1	-1.3
O=C(COC(=O)/C=C/c1ccc(Cl)cc1Cl)Nc1cccc(S(=O)(=O)NC2=NCCC2)c1	1.2
COc1cc2c(cc1OC)C(CNC(=O)C=Cc1cc(OC)c(OC)c(OC)c1)C2 (stereo unspecified)	0.3
Cc1ccc(S(=O)(=O)N2C[C@H]3N(C(=O)OC(C)C)N(C(=O)OC(C)C)C[C@H](OC(=O)Nc4c(C)noc4C)[C@@]3(O)C2)cc1	1.1
CC(=O)Nc1ccc(S(=O)(=O)NCc2ccc(C(=O)NCCN(C)Cc3ccccc3)cc2)cc1	0.6
FC(F)C(F)(F)Oc1cccc(Nc2nccn3c(-c4ccc5ccccc5c4)cnc23)c1	2.2
O=C(Nc1ccc2c(c1)OCCO2)C(CCc1ccccc1)N(Cc1ccccc1)Cc1ccccc1 (stereo unspecified)	4.0
CC[C@@H]1Cc2[nH]c(=O)[nH]c(=O)c2[C@H](c2ccc(Cl)cc2)O1	0.9
COCCN1C[C@@H](CO)O[C@@H](n2cnc3c(N4CCN(C)CC4)ncnc32)C1	0.8
COc1cccc(CNC[C@H]2O[C@@H](n3ccc(N)nc3=O)[C@H](O)[C@@H]2O)c1OCc1ccc(F)cc1Cl	-0.9
CC1(C(=O)NCc2cccc(C(F)(F)F)c2)CCN1Cc1ccc(-c2ccccc2)o1 (stereo unspecified)	-1.7
Cc1cc(C)n2c(SCC(=O)N(CCC#N)c3ccc4c(c3)OCCO4)nnc2n1	0.4
Nc1nc2c(ncn2[C@@H]2O[C@H](CNC(=O)[C@H](N)Cc3cncn3COCc3ccccc3)[C@@H](O)[C@H]2O)c(=O)[nH]1	-1.1
N#Cc1ccc(S(=O)(=O)N2CCCCC2c2cc(C(=O)N3CCOCC3)no2)cc1 (stereo unspecified)	0.2
COc1ccc(C2=Nc3ccccc3N(C(=O)Cc3cc(OC)cc(OC)c3)C2C(=O)NC(C)C)cc1 (stereo unspecified)	-0.6
CCOC(=O)[C@]12CCC=C1N(Cc1cccc3ccccc13)C(=O)[C@H](CC(=O)NCc1cccs1)C2	-2.1
O=C1NC[C@H](CCCCN2CCN(CCc3ccc(O)cc3)C(=O)C2=O)N(CCC2CCCCC2)C1=O	0.5
FC(F)(F)c1cccc(CC2CN(Cc3ccccc3)Cc3ccccc3N2c2cc(Cl)cc(Cl)c2)c1 (stereo unspecified)	-1.1
O=C(CN1CCN(Cc2ccccc2)CC1)Nc1cccc(Cl)c1Cl	0.2
COc1ccc(NC(=O)CSc2nnnn2-c2cccc(OC)c2)cc1	2.0
Further entries:
SMILES	MPTP inh
CC1(C(=O)O)CCCN1C(=O)c1ccc(Cl)cc1Cl (stereo unspecified)	-0.3
CC1(Cc2ccccc2OC(F)(F)F)C(=O)Nc2ccc(S(=O)(=O)NC3CCCCC3)cc21 (stereo unspecified)	0.7
COCCNc1nc2cc(-c3ccsc3)sc2c(=O)n1C	-0.8
Cc1ccc(F)c(S(=O)(=O)NC(=O)C2(C)CCN2C(=O)C/C=C/c2ccccc2)c1 (stereo unspecified)	0.2
CC(N)c1csc(Nc2ccc(C(=O)NCCO)cc2)n1 (stereo unspecified)	-1.1
COc1cc(Nc2ccn3nc(-c4ccc(F)cc4)cc3n2)cc(OC)c1OC	1.2
COC(=O)[C@H]1C[C@@]2(O)CN(S(=O)(=O)c3ccc(C)cc3)C[C@@]2(OC(=O)NCc2ccc(OC)c(OC)c2)C[C@H]1C(=O)OC	0.1
O=c1[nH][nH]c2c1[C@H](C1CCCC1)O[C@H](CCc1ccccc1)C2	0.7
CC1=C(C(=O)N(C)C)CC(CC(=O)NC2CCCCC2)C(=O)N1CCC1=CCCCC1 (stereo unspecified)	0.2
NS(=O)(=O)c1ccc(NC(=S)Nc2ccc(S(=O)(=O)Nc3nccs3)cc2)cc1	0.1
CCCc1nc2ccc(Br)cn2c1Cc1ccccc1	-0.7
C[C@@H](c1ccccc1)N1C[C@H](COCc2ccccc2)Oc2cc(N3CCC[C@H]3C(N)=O)ccc2S1(=O)=O	0.4
Cc1cc(C)cc(Cn2c3ccc(NC(=S)NC4CCCCC4)cc3c(=O)n2C)c1	0.3
OCC[C@@H]1C[C@H](O)[C@@H](O)[C@]2(OCc3ccc4ccccc4c32)O1	-0.4
COC(=O)[C@@]12C[C@@H](CC(=O)N3CCSCC3)C(=O)N(CCc3ccc(OC)c(OC)c3)C1=CCC(C)(C)C2	5.2
CCOC(=O)C1CCCN(C(=O)c2cccc(Cl)c2)CC1 (stereo unspecified)	0.8
COc1ccc(CNC(=O)N2CCc3nc(Nc4cc(OC)c(OC)c(OC)c4)ncc3C2)cc1	-0.1
CC1(C)OC(=O)C2=C(C[C@@H](C3CCCC3)O[C@H]2CCc2cccc(Cl)c2)O1	1.2
OC(c1cc(F)cc(Cl)c1)c1ncc(-c2cccc(C(F)(F)F)c2)[nH]1 (stereo unspecified)	38
CC1(C(=O)Nc2ccc3c(c2)OCCO3)CCN1C(=O)C/C=C/c1ccccc1 (stereo unspecified)	-0.7
CCCCCCN1C[C@@H](O)[C@H](n2cc(COC(=O)c3ccccc3)nn2)C[C@@H]1c1ccc(Cl)cc1	-0.4
CN(C)CCN1CCN(C2CN(Cc3cn(Cc4cccc(C(F)(F)F)c4)nn3)S(=O)(=O)C2)CC1 (stereo unspecified)	0.7
COC[C@@H]1CCCN1c1ccc2c(c1)O[C@@H](COCc1ccccc1)CN([C@@H](C)c1ccccc1)S2(=O)=O	-0.4
CC1CCC2(CC1)NC(=O)N(CC(=O)Nc1ccc(N3CCCCC3)cc1)C2=O (stereo unspecified)	-0.9
CC(C)CNC(=O)C1(C)CCCN1C(=O)c1ccc2c(c1)CCO2 (stereo unspecified)	-1.0
Continuation:
SMILES	MPTP inh
COc1ccccc1NC(=O)CN(Cc1ccco1)C(=O)c1cc(Cl)c(OC)c(OC)c1	-0.6
O=C1NC[C@@H](CCCCN2CCN(CC3CCCCC3)C(=O)C2=O)N(Cc2ccccc2)C1=O	-0.5
O=C(NCC[C@@H]1CC[C@@H](NS(=O)(=O)c2ccccc2)[C@@H](CO)O1)c1cc(Cl)cc(Cl)c1	-1.2
CC(C)N1CCC1(C)C(=O)Nc1ccc(-n2cccc2)cc1 (stereo unspecified)	0.7
CCCCCCn1cc(CN2CC(N3CCSCC3)CS2(=O)=O)nn1 (stereo unspecified)	2.0
N#Cc1ccc(S(=O)(=O)N2CCCCC2c2cc(C(=O)NCc3cccnc3)no2)cc1 (stereo unspecified)	0.7
Cc1ccccc1-c1ccc2c(c1)O[C@@H](CN(C)Cc1ccc(C(=O)O)cc1)[C@@H](C)CN([C@H](C)CO)S2(=O)=O	-1.5
Cc1ccccc1[C@H](NC1c2ccccc2C=Cc2ccccc21)P(=O)(c1ccccc1)c1ccccc1	-2.1
CC1(C(=O)Nc2ccc3c(c2)OCCO3)CN(S(C)(=O)=O)CC(=O)N1CCc1ccccc1 (stereo unspecified)	1.5
COCCN1C[C@@H](CO)O[C@@H](n2cnc3c(N4CCN(CCO)CC4)ncnc32)C1	0.5
Cc1noc(C)c1S(=O)(=O)N(C)C[C@H]1OCc2cnnn2CCCC(=O)N([C@H](C)CO)C[C@H]1C	-0.3
COc1cccc(-c2oc3c(c2-c2ccc(Br)nc2)C(O)CCC3)c1 (stereo unspecified)	-0.8
CCCNC(=O)c1cc(C2CCCN(S(=O)(=O)c3cccc4cccnc34)C2)on1 (stereo unspecified)	0.7
CCOc1ccc(CCN2C(=S)N([C@@H](CC(C)C)CN3CCC[C@@H]3CN3C(=S)NC[C@@H]3Cc3ccc(O)cc3)C[C@@H]2Cc2ccc(O)cc2)cc1	0.0
CCCC(C)(C)C(=O)N1CCC1(C)C(=O)NS(=O)(=O)c1ccccc1Cl (stereo unspecified)	-1.6
Cn1nc(C(C)(C)C)cc1C(=O)N1CCCCC1c1cc(C(=O)Nc2ccccc2)no1 (stereo unspecified)	2.0
COc1cccc(CNC(=O)[C@@H]2CCCN2C(=O)OC(C)(C)C)c1	0.8
COCOc1cccc(CN2CCC2(C)C(=O)Nc2ccc(C)c(O)c2)c1 (stereo unspecified)	2.7
CC1(C(=O)Nc2cccc(Oc3ccccc3)c2)CCN1Cc1cc2ccccc2o1 (stereo unspecified)	1.8
COc1ccc(-c2nc3c(Cl)cc(C(F)(F)F)cn3c2Cc2cccc(F)c2)cc1OC	0.0
C[C@@H]1CN([C@H](C)CO)C(=O)CCCn2nncc2CO[C@H]1CN(C)C(=O)Nc1ccnc(N2CCOCC2)c1	0.7
C[C@@H]1CN([C@@H](C)CO)C(=O)CCCn2nncc2CO[C@H]1CN(C)Cc1cccc(O)c1	-0.3
CC(C)/C=C/C(=O)N1CCC(N2CCC(C(=O)NCC3CCCO3)CC2)CC1 (stereo unspecified)	0.4
CC1CCN(C(=O)CSc2nnc(-c3ccco3)n2N)CC1	-2.4
CC1(C)OC(=O)C2=C(C[C@@H](C3CC3)O[C@@H]2C2CC2)O1	-0.1

A section from further up, for reference:
SMILES	MPTP inh
COc1ccccc1NC(=O)CN(Cc1ccco1)C(=O)c1cc(Cl)c(OC)c(OC)c1	-0.6
O=C1NC[C@@H](CCCCN2CCN(CC3CCCCC3)C(=O)C2=O)N(Cc2ccccc2)C1=O	-0.5
O=C(NCC[C@@H]1CC[C@@H](NS(=O)(=O)c2ccccc2)[C@@H](CO)O1)c1cc(Cl)cc(Cl)c1	-1.2
CC(C)N1CCC1(C)C(=O)Nc1ccc(-n2cccc2)cc1 (stereo unspecified)	0.7
CCCCCCn1cc(CN2CC(N3CCSCC3)CS2(=O)=O)nn1 (stereo unspecified)	2.0
N#Cc1ccc(S(=O)(=O)N2CCCCC2c2cc(C(=O)NCc3cccnc3)no2)cc1 (stereo unspecified)	0.7
Cc1ccccc1-c1ccc2c(c1)O[C@@H](CN(C)Cc1ccc(C(=O)O)cc1)[C@@H](C)CN([C@H](C)CO)S2(=O)=O	-1.5
Cc1ccccc1[C@H](NC1c2ccccc2C=Cc2ccccc21)P(=O)(c1ccccc1)c1ccccc1	-2.1
CC1(C(=O)Nc2ccc3c(c2)OCCO3)CN(S(C)(=O)=O)CC(=O)N1CCc1ccccc1 (stereo unspecified)	1.5
COCCN1C[C@@H](CO)O[C@@H](n2cnc3c(N4CCN(CCO)CC4)ncnc32)C1	0.5
Cc1noc(C)c1S(=O)(=O)N(C)C[C@H]1OCc2cnnn2CCCC(=O)N([C@H](C)CO)C[C@H]1C	-0.3
COc1cccc(-c2oc3c(c2-c2ccc(Br)nc2)C(O)CCC3)c1 (stereo unspecified)	-0.8

Next section.
SMILES	MPTP inh
Nc1sc2c(c1C(=O)NCCc1ccccc1)CCCC2	-2.0
COC(=O)[C@]12CCCCC=C1N(Cc1ccc(Cl)cc1Cl)C(=O)[C@H](CC(=O)NCCCCc1ccccc1)C2	1.2
CCNC(=O)C1(C)CCCN1C(=O)c1ccc2c(c1)OCO2 (stereo unspecified)	-3.4
O=P(O)(Cc1ccccc1)c1ccccc1	-0.3
COc1ccc(OC(=O)OCc2ccccc2)cc1	-0.2
COc1ccc(C(=O)CC(Sc2ccccc2N)c2ccc(OC)cc2)cc1 (stereo unspecified)	0.3
Cc1ccccc1NC(=O)Cc1nc(COC(=O)CNC(=O)c2ccc(Cl)cc2Cl)cs1	0.7
Cc1nc(NC(=O)C(C)(C)C)sc1C(=O)Cn1cc(CCc2ccccc2)nn1	-0.8
CCNC(=O)Nc1cc(S(=O)(=O)N2CCOCC2)ccc1N1CCCCC1	-1.3
CCCCCCN1C[C@@H](O)[C@H](n2cc(-c3ccc(F)cc3)nn2)C[C@@H]1c1ccc(OC)cc1	0.4
CCc1ccc2cc(C)cnc2n1	0.4
COc1ccc(C(C)(O)c2nc(-c3ccc(F)c(Cl)c3)cs2)cc1 (stereo unspecified)	1.1
Cc1cccc(NC(=O)c2nc[nH]c2C(=O)N[C@@H](C)CO)c1	0.8
O=c1n2c(c(O)n1C1CCCCC1)C(c1ccccc1)=Nc1ccccc1C2	-0.8
CCOC(=O)C1(C)CCCCCN1C(=O)c1ccc(OC)cc1 (stereo unspecified)	0.3
CC1(C)CCCC2(C)C1CCC1(C)OC(=O)CCC12 (stereo unspecified)	-2.3
CCOC(=O)[C@]12CCCC=C1N(Cc1ccco1)C(=O)[C@H](CC(=O)N1CCN(C(=O)C3CC3)CC1)C2	1.2
NCc1csc(NC(=O)Nc2cccc(Cl)c2)n1	2.1
COc1ccc(NC(=O)C(c2ccc(C(F)(F)F)cc2)n2c(=O)c(-c3ccco3)nc3ccccc32)cc1 (stereo unspecified)	1.2
COc1ccc(-c2noc(-c3csc([C@@H]4C[C@H](O)[C@@H](CO)O4)n3)n2)cc1OC	0.8
CCCCNC(=O)C1(C)CCCCN1Cc1ccc(OCc2ccccc2)cc1 (stereo unspecified)	5.5
O=S1(=O)CCN(Cc2ccncc2)CC1	0.6
O=S(=O)(Nc1ccc(O)c2ncccc12)c1ccccc1F	3.1
C#CCN(C[C@@H]1[C@@H](OC(=O)Nc2c(C)noc2C)[C@@H](OC(=O)Nc2c(C)noc2C)Cn2c(=O)n(CCCCCC)c(=O)n21)S(=O)(=O)c1ccc(C)cc1	0.8
CC(C)COC(=O)N(C)C[C@H]1OCc2cnnn2CCCC(=O)N([C@H](C)CO)C[C@H]1C	-0.6
CC(C)CNC(=O)c1[nH]c(C(F)(F)F)nc1-c1ccccc1	0.2
CC(=O)Nc1cc(-c2ccc(C(=O)N3CCOCC3)cc2)cn2c(-c3cccc(C(C)=O)c3)cnc12	-0.9
CSc1ncnc2c1ncn2CCCNCc1cccc2ccccc12	-0.3
CCCCCC(=O)N1C[C@@H](n2cc(COC(=O)c3ccccc3)nn2)[C@H](O)C[C@@H]1c1ccc(C)cc1	1.7

A portion of the library; the hit share may differ from the screen's.
